Screens: PubChem BioAssay, National Center for Advancing Translational Sciences (NCATS)
HT1080 IDH1KD tx: qHTS for induction of synthetic lethality in tumor cells producing 2HG: qHTS for the HT-1080-IDH1KD cell line. HT-1080 IDH1 knockdown viability, ATP luminescence, 48 h. Potency, µM (doses to about 46.1 µM), for the others: at the highest dose activity, negative = toxicity, usual class: cytotoxic. 360,000 compounds, 2% hits. AID 686971, 2013;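 further: potency means the concentration at half of the fitted maximal effect; 0% = DMSO wells and -100% = cell-free medium wells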
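Knockdown cells (IDH1KD HT-1080) received compounds 2 h after plating at 750 cells/well and were kept 48 h at 37 °C in 5% FBS RPMI. A CellTiter-Glo luminescence read gave % activity for curve fitting.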
KB-3-1 cytotox: qHTS assay for MDR1-selective chemotherapeutics: Primary screen using the parental adenocarcinoma cell KB-3-1. AID 1347075, 2019. 400,000 compounds, 1.4% hits. Potency, µM (series often up to 46.1 µM), inactives show at the highest dose activity change, negative = cytotoxic, actives largely listed as cytotoxic. KB-3-1 viability, CellTiter-Glo ATP luminescence, 72 h; further: potency means the concentration at half of the fitted maximal effect; on the % scale 0 is the no-effect control and ±100 the full control effect; nearly all actives have a fitted effect of over 60% in size
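Cytotoxicity measured as CellTiter-Glo luminescence after 72 h at 37 C. Compound titrations were pinned onto drug-naive KB-3-1 parental adenocarcinoma cells grown in DMEM with 10% FBS, and normalized data fitted to concentration-response curves.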
IL1B secr inh: qHTS for Inhibitors of Inflammasome Signaling: IL-1-beta AlphaLISA Primary Screen. THP-1 LPS/ATP IL-1B secretion, AlphaLISA, 16 h; hits give low values. 360,000 compounds, 4.7% hits. activity change, % at 57.5 µM; in the data active means activity change below about -50%; inconclusive means mostly about -30% to -49%; further: on the % scale 0 is the no-effect control and ±100 the full control effect
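Secreted IL-1B measured by AlphaLISA bead assay after 16 h compound exposure of THP-1 cells; compounds (final up to 57.5 uM) added 1 h before LPS (250 ng/mL) and ATP (1.25 mM) stimulation; lower signal means less secretion.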
S2 tox: Viability Counterscreen for Primary qHTS for Inhibitors of ATXN expression; S2 cells (HEK-293 line with an ATXN2-luciferase reporter) viability, CellTiter-Fluor protease fluorescence, 24 h; Potency, µM (titrated, usually from 56.7 µM), actives largely listed as cytotoxic; 400,000 compounds, 0.49% hits; further: potency means the concentration at half of the fitted maximal effect; nearly all actives have a fitted effect of over 40% in size
ATXN2 expr inh: Primary qHTS for Inhibitors of ATXN expression | HEK-293 ATXN2-luciferase reporter, luminescence, 24 h | Potency, µM (series often up to 57 µM), for inactives: top-dose activity change, negative = inhibition, actives largely listed as inhibitors | 360,000 compounds, 0.72% hits; further: potency means the concentration at half of the fitted maximal effect; on the % scale 0 is the no-effect control and ±100 the full control effect; nearly all actives have a fitted effect of over 55% in size
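ATXN2-luciferase reporter cells (luciferase flanked by upstream and downstream ATXN2 gene portions) were treated 24 h at 37 °C with compounds at up to 57 uM. SteadyGlo luminescence gave expression; GF-AFC fluorescence gave viability.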
KB-V1 MDR tox: qHTS assay for MDR1-selective chemotherapeutics: Primary screen using the drug-selected MDR subline cells KB-V1; KB-V1 MDR cells viability, CellTiter-Glo, 72 h; 400,000 compounds, 3.4% hits; Potency, µM (series often up to 46.1 µM), for the others: at the highest dose activity change, negative = cytotoxicity, most hits filed as cytotoxic; further: potency means the concentration at half of the fitted maximal effect; on the % scale 0 is the no-effect control and ±100 the full control effect; nearly all actives have a fitted effect of over 60% in size
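Potencies derive from concentration-effect curves fitted to normalized luminescence (CellTiter-Glo) of KB-V1 cells treated for 72 h at 37 degrees C in phenol-red-free DMEM containing 10% FBS.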
SW480 rereplic: A quantitative high throughput screen for small molecules that induce DNA re-replication in SW480 colon adenocarcinoma cells; 340,000 compounds, 1.8% hits; AID 624297, 2012; Potency, µM (highest dose often 46.1 µM), for inactives: at the top dose re-replication activation, usual class: activators; SW480 DNA re-replication, Hoechst DNA content imaging, 48 h; further: potency means the concentration at half of the fitted maximal effect; % of control where 0% means no effect; nearly all actives have a fitted effect of over 55% in size
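First, 250 cells per well were seeded. Next, compound or vehicle (23 nL) was pinned in, plates sat 48 hr at 37 C. Finally Hoechst was added for 40 min before fluorescence scanning.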
MCF10A rereplic: A quantitative high throughput screen for small molecules that induce DNA re-replication in MCF 10a normal breast cells | MCF 10A DNA re-replication, Hoechst nuclear intensity, 48 h | Potency, µM (top dose mostly 46.1 µM), for the others: at the highest dose activity, positive = re-replication, hits mostly activators | 350,000 compounds, 2.9% hits; further: potency means the concentration at half of the fitted maximal effect; % of control where 0% means no effect; nearly all actives have a fitted effect of over 50% in size
HT1080NT lethal: qHTS for induction of synthetic lethality in tumor cells producing 2HG: qHTS for the HT-1080-NT fibrosarcoma cell line | HT-1080-NT fibrosarcoma viability, CellTiter-Glo ATP luminescence, 48 h | Potency, µM (highest dose often 46.1 µM), for inactives: at the highest dose activity, negative = less viability, hits mostly cytotoxic | 360,000 compounds, 1.6% hits | AID 686970, 2013;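 further: NT is the 2HG producing partner of a matched IDH1 knockdown line; potency means the concentration at half of the fitted maximal effect; 0% = DMSO-treated cells and -100% = media-only wells without cells; nearly all actives have a fitted effect of over 55% in size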
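Viability of the 2HG-overproducing fibrosarcoma line after 48 hours of compound exposure at 37 degrees C was determined by luminescence with CellTiter-Glo, and concentration-effect curves were then fitted and categorized.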
The depositor's hits bear a star; i = inactive; ? = inconclusive; . = not tested or not shown; [ ] = dose if it differs, or a comment. Unless noted, the call rests on the fitted dose curve; in most records, active means well fitted curve in the direction sought with a large enough effect; inconclusive means small, poorly fitted or top-dose-only effect, or another doubt; inactive means no such curve, though single readings can be large; an effect the other way counts as inactive or inconclusive.

SMILES,HT1080 IDH1KD tx,KB-3-1 cytotox,IL1B secr inh,S2 tox,ATXN2 expr inh,KB-V1 MDR tox,SW480 rereplic,MCF10A rereplic,HT1080NT lethal
COC(=O)Cn1c(=NC(=O)CSCC(=O)Nc2cc(C)on2)sc2cc(C(=O)OC)ccc21,1%,-29%,10,i,-25%,10%,-11%,-4%,24%
Cc1cccc(NC(=S)NC(NC(=O)OCc2ccccc2)C(Cl)(Cl)Cl)c1 (stereo unspecified),?,5%,-3,i,?,-16%,?,?,?
COc1cccc(CN(Cc2ccco2)C(c2ccc(F)cc2)c2nnnn2C(C)(C)C)c1 (stereo unspecified),-8%,?,?,i,?,?,4%,?,-1%
Cc1ccc(S(=O)(=O)N2CCCc3cc(NC(=O)c4ccc(C(F)(F)F)cc4)ccc32)cc1,.,-21%,.,i,1%,-2%,.,.,.
Clc1cccc(-n2ncc3c(NC4CCCCCC4)ncnc32)c1,.,-2%,.,?,3%,-12%,.,.,.
Fc1ccccc1Oc1nc(-c2ccncc2)nc2ccccc12,-4%,4%,-12,i,.,-21%,-6%,?,9%
COc1ccc(NC(=O)CCSc2nnc(C)s2)cc1,0%,1%,3,i,4%,0%,-12%,2%,0%
CCOC(=O)C1=CC[C@@H](c2ccccc2)N(S(=O)(=O)c2ccc(C)cc2)[C@H]1C#N,?,0%,-25,?,-16%,9%,.,.,16µM*
CC(C)(C)c1cc(C(=O)N/N=C/c2ccc(O)cc2)n(-c2ccccc2)n1,-11%,?,40,i,-2%,-28%,-6%,25%,-7%
Nc1c(-c2ccc(F)cc2)cnn1C1CCS(=O)(=O)C1 (stereo unspecified),3%,-10%,-6,i,7%,?,-1%,27%,1%
Cc1ccc(-n2c(CCc3ccccc3)nnc2SCC(=O)NCc2ccccc2)cc1C,-2%,?,-57*,i,-2%,?,10%,?,-3%
Cc1ccc(N(CN2C(=O)C3CC=CCC3C2=O)C(=O)c2ccco2)cc1Cl (stereo unspecified),-6%,6%,-6,i,2%,-4%,0%,21%,0%
O=C(Nc1cccc(-c2nnc(-c3ccccc3)o2)c1)c1ccc(Br)o1,?,-14%,-24,35µM*,?,21µM*,?,-2%,-22%
O=C1CC2(CCN(S(=O)(=O)c3ccccc3)CC2)Oc2ccccc21,2%,-2%,-5,?,-2%,?,8%,8%,6%
COc1ccc2oc(-c3ccncc3)cc(=O)c2c1,-14%,?,?,i,-6%,3.7µM*,-10%,-42%[inhibitor],-4%
Cc1c(C(=O)Nc2nccs2)oc2ccc(Br)cc12,-2%,5.8µM*,25,i,12%,8.2µM*,10%,?,-3%
COc1ccc(CN(C)CCCn2cnc3c(OC)ncnc32)cc1OC,14%,?,8,i,8%,4%,.,.,7%
CC(=O)Nc1ccc(NC(=O)C(c2ccccc2)c2ccccc2)cc1,0%,1%,38,i,-3%,20%,24%,5%,-2%
COc1ccc2c(c1OC)C(=O)N(c1ccc(C)cc1)C2=O,?,4%,-2,i,-8%,-6%,-3%,-4%,?
Cc1cccc(C(=O)OCC(=O)c2c(N)n(CC(C)C)c(=O)n(C)c2=O)c1[N+](=O)[O-],-5%,-12%,18,i,-12%,-10%,?,6%,-9%
O=C(Cc1coc2cc(O)ccc12)N1CCN(S(=O)(=O)c2ccc(Br)cc2)CC1,3%,-5%,?,i,-9%,?,-12%,10%,-1%
CC[n+]1ccc(C)c2cc(SC(F)(F)F)ccc21,-10%,?,22,i,-9%,-11%,3%,1%,-2%
CCn1c(SCCC(=O)Nc2ccccc2)nnc1-c1ccc(OC)cc1,-1%,4%,58,i,8%,?,20%,-3%,10%
Cn1c(COc2ccccc2C(C)(C)C)nc2ccccc21,.,4%,.,i,-21%,-6%,.,.,.
Cc1ccc(N2CCN(C(=S)c3ccc(-c4cccc([N+](=O)[O-])c4)o3)CC2)cc1,2%,?,0,i,.,-40%,-8%,2%,-4%
Cc1ccc(C)c(N2CCN(CC3CCCCC3)CC2)c1,-7%,-3%,25,?,-33%,2%,8%,16%,-2%
CCOc1ccc(NC(=O)C(c2ccccn2)N(C(=O)CCl)c2ccc(F)cc2)cc1 (stereo unspecified),-6%,2%,-25,i,12%,-5%,-49%[inhibitor],10%,-1%
COc1ccccc1N1CCN(C(=O)c2ccc(Nc3nc4ccccc4n4nnnc34)cc2)CC1,.,-6%,.,i,9%,13%,.,.,.
O=C(COC(=O)c1cccnc1Cl)Nc1cc(S(=O)(=O)N2CCCCC2)ccc1Cl,16%,3%,0,i,3%,0%,-4%,2%,-2%
Nc1ccc2nc(SCc3cccc(F)c3)sc2c1,-10%,-3%,-14,i,90%[activator],-8%,-10%,?,-7%

Other results follow:
SMILES,HT1080 IDH1KD tx,KB-3-1 cytotox,IL1B secr inh,S2 tox,ATXN2 expr inh,KB-V1 MDR tox,SW480 rereplic,MCF10A rereplic,HT1080NT lethal
CCOC(=O)Cn1cnc2c(nnn2-c2ccccc2)c1=O,2%,7%,0,i,6%,6%,-4%,-1%,10%
COc1cc(C(=O)OCC(=O)Nc2ccc(C)cc2)cc(OC)c1OC,-15%,18%,3,i,-22%,9%,24%,11%,5%
COc1ccc(CCNC(=O)C2COc3ccccc3O2)cc1OC (stereo unspecified),-1%,1%,30,i,-7%[2.22 µM],0%,-4%[1.84 µM],-28%,-12%
OC(CN1CCN(Cc2ccc3c(c2)OCO3)CC1)c1c[nH]c2ccccc12 (stereo unspecified),1%,-11%,?,i,?,-12%,?,?,-3%
O=C(NNC(=O)c1ccc([N+](=O)[O-])cc1Cl)c1ccncc1,18%,0%,22,i,1%,-18%,2%,-1%,5%
Cc1cc(OC(=O)c2c(F)cc(F)cc2F)nc(C)n1,-8%,-10%,0,i,2%,-3%,-4%,3%,-1%
COc1ccccc1CNC(=O)[C@H](Cc1c[nH]c2ccccc12)NC(=O)[C@@H]1Cc2ccccc2CN1,-15%,-4%,0,i,104%[activator],7%,-1%,-2%,-6%
CSc1ncc(C(=O)Nc2cccc(Cl)c2C)c(-c2ccccc2)n1,.,-3%,.,i,7%,-17%,.,.,.
O=C(C1CCN(S(=O)(=O)c2ccc(-n3cnnn3)cc2)CC1)N1CCN(c2ccccc2)CC1,2%,7%,1,i,4%,10%,-7%,6%,3%
CCOC(=O)C1(C)CCCCCN1C(=O)c1ccc(SC(F)(F)F)cc1 (stereo unspecified),18%,0%,12,i,-3%,3%,.,.,18%
NC1=NC(=O)C(c2ccccc2)C(=O)N1 (stereo unspecified),15%,19%,-2,i,-7%,?,-7%,3%,5%
O=c1c2ccsc2ncn1Cc1cccc(C(F)(F)F)c1,-10%,-1%,4,i,-1%,-4%,1%,7%,-6%
O=c1[nH]c(=S)[nH]c2sccc12,22%,4%,3,i,25%,-9%,8%,?,-4%
COc1ccc(N2CCN(C(=O)C3CCC(Cn4c(=S)[nH]c5ccccc5c4=O)CC3)CC2)cc1 (stereo unspecified),-2%,18µM*,-8,i,-11%,2.9µM*,?,18%,11%
Cc1cccnc1CCNC(=O)CCc1nnc(CCc2ccccc2)o1,8%,11%,9,i,-2%,-3%,1%,14%,1%
COc1ccccc1NC(=O)CSc1nnc(-c2ccccn2)o1,6%,-7%,3,i,6%,19%,?,-1%,15%
C=CCn1c(SCC(=O)c2c(N)n(C)c(=O)n(C)c2=O)nnc1-c1ccccc1F,1%,-10%,11,i,.,-3%,-54%[inhibitor],-2%,5%
Cn1c(=O)c2c(nc(CN3CCN(C(=O)c4ccco4)CC3)n2CCc2ccccc2)n(C)c1=O,9%,1%,0,i,10%,-15%,-2%,-185%[0.0737 µM],4%
Cc1ccc(S(=O)(=O)N2CCCCC2)cc1NC(=O)c1cc(F)c(F)c(F)c1F,-20%,6%,-94*,i,-6%,-1%,?,?,-1%
CC1CCCC(C)N1CCCNC(=O)C1CCCN(c2ncnc3c2nc2n3CCCCC2)C1 (stereo unspecified),11%,-5%,9,i,-3%,-6%,-4%,7%,-5%
COc1ccc(C(c2nnnn2C2CCCC2)N2CCN(C(=O)c3ccco3)CC2)cc1OC (stereo unspecified),-5%,-2%,43,i,?,-8%,-12%,2%,-10%
CN(CCCCCCCCC(=O)/C=N/O)Cc1ccccc1,9%,-5%,-22,i,-10%,14%,21%,-3%,-1%
Cc1nc2ccc(C(=O)NCCCn3ccnc3)cn2c1N(C)C(=O)CCc1ccccc1,12%,0%,2,i,7%,5%,.,.,29%
CC(=O)c1cnn(-c2ccc(Cl)c(Cl)c2Cl)c1C,-6%,3%,21,i,-38%,0%,16%,10%,24%
C(=N\c1nc2ccccc2n1CCN1CCOCC1)/c1cccs1,7%,12%,13,i,1%,0%,-10%,?,10%
CN(C)CCCNC(=O)N1c2ccccc2C=Cc2ccccc21,18%,-3%,13,i,-3%,7%,2%,-3%,8%
CCOc1ccc(C2NC(=O)Cc3cc(OC)c(OC)cc32)cc1 (stereo unspecified),-1%,-1%,12,i,11%,-8%,-1%,11%,-14%
COC(=O)CSc1nc2c(c(-c3ccco3)c1C#N)CCCC2,-1%,-1%,11,i,6%,-4%,0%,?,-3%
CCn1c(Cc2ccccc2)nnc1SCC(=O)Nc1ccc(N)cc1,0%,8%,-2,i,3%,2%,15%,-4%,-15%
O=C(NCc1cccc(Cl)c1)c1cccc(S(=O)(=O)N2CCCCC2)c1,-3%,-3%,15,i,-13%,11%,0%,8%,-12%[9.24 µM]

Compounds were not picked by outcome; 11% or so of the library scored in one or more.
